12-LOX inh: Primary qHTS assay for inhibitors of human arachidonate 12S-lipoxygenase (ALOX12): Round 2; Polyunsaturated fatty acid lipoxygenase ALOX12 (Homo sapiens), P18054; purified 12hLO, xylenol orange hydroperoxide absorbance; Potency, µM (highest dose often 108 µM), without a hit: top-dose activity change, negative = inhibition, usual class: inhibitors; 1.1% of 580,000 active; AID 1671190, 2021; also: potency is read from the fitted curve at half-maximal effect; % is scaled to controls: 0 for no effect and ±100 for the full control effect
Target sequence (P18054 whole entry, looked up): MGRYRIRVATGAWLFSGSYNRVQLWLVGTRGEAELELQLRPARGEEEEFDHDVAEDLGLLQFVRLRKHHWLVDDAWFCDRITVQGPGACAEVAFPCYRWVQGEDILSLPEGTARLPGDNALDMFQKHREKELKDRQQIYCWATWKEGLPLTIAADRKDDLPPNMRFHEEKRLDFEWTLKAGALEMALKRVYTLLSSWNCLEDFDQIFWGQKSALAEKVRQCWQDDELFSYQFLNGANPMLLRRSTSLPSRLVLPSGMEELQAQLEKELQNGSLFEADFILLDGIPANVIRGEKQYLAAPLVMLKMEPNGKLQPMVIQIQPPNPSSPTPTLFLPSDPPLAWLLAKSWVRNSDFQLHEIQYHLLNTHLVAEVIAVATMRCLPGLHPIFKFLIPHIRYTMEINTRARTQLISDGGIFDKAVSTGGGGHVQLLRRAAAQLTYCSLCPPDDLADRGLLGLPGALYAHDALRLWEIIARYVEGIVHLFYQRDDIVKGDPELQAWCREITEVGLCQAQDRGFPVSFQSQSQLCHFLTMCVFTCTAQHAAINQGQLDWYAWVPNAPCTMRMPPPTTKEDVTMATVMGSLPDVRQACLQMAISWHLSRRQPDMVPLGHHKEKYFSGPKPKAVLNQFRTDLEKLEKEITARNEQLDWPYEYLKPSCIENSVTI
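Purified human 12hLO at 150 nM in 25 mM Hepes, 0.01% Triton X-100, pH 7.0, preincubated 15 min at room temperature with compound. Reaction started with 40 uM arachidonic acid, 30 min at room temperature. Hydroperoxide measured by Fe-xylenol orange, 573/405 nm absorbance ratio.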
RGS4 inh: Inhibitors of Regulator of G Protein Signaling (RGS) 4: qHTS; 0.039% of 390,000 active; Regulator of G-protein signaling 4 (Homo sapiens), P49798; Potency, µM (top dose mostly 114 µM), without a hit: at the top dose activity change, negative = inhibition, most hits filed as inhibitors; AID 504845, 2011; Transcreener GDP fluorescence polarization, RGS4-accelerated GTP hydrolysis; also: potency is read from the fitted curve at half-maximal effect; % is scaled to controls: 0 for no effect and ±100 for the full control effect; nearly all actives have a fitted effect of over 75% in size; some results filed as inactive show a strong effect at the top dose
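MLSMR compounds (23 nl, pin-transferred) preincubated 10 min at room temperature with a 500nM (2x) first reagent, then RGS4 at 900nM (2x) plus Transcreener GDP mix added; fluorescence polarization (620/688 nm) read before and after 90 min at 30 °C.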
ERG-DNA inh: qHTS for Small Molecule Inhibitors of the ERG Ets/DNA interaction. 0.028% of 370,000 active. Potency, µM (doses to about 76.9 µM), without a hit: at the top dose FP activity, negative = inhibition, hits mostly inhibitors. Transcriptional regulator ERG (Homo sapiens), P11308. fluorescence polarization, His-ERG Ets domain / labelled DNA; active = well fitted inhibition curve with a large enough effect in the polarisation, with a control signal flat; inconclusive = small, poorly fitted or top-dose-only effect, or effect the other way, or a change in a side signal; inactive = no such curve, though single readings can be large or run the other way; the % refers to the polarisation;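 also: polarization taken with two DNA probes labelled with fluorescein and Texas red; potency is read from the fitted curve at half-maximal effect; % of control where 0% means no effect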
Target sequence (P11308 whole entry, looked up, the tested form may be a part): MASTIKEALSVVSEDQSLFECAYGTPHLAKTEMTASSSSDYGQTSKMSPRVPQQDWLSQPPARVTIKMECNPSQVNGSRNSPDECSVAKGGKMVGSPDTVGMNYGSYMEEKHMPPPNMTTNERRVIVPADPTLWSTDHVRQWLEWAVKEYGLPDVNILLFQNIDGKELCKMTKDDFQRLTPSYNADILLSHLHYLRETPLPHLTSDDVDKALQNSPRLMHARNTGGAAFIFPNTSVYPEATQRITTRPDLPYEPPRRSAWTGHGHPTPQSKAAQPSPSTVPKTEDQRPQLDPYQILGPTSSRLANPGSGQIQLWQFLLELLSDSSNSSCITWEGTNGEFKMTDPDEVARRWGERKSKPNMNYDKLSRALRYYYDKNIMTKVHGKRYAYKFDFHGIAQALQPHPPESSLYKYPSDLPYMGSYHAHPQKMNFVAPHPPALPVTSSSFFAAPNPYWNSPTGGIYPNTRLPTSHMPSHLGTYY
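His-tagged ERG Ets domain (1 uM in the protein solution; 300mM KCl, 50mM Tris-HCl, 1mM EDTA, 1mM DTT, pH 7.5) received compound, then a probe mix of 5 nM fluorescein-DNA and 100nM Texas-615-DNA. Fluorescence polarization was read for both dyes.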
Vif-APOBEC3G blk: qHTS for Inhibitors of Vif-A3G Interactions: qHTS. Potency, µM (series often up to 46.1 µM), inactives show at the highest dose activity, negative = active, hits mostly inhibitors. 0.076% of 410,000 active. DNA dC->dU-editing enzyme APOBEC-3G (Homo sapiens), Q9HC16. HeLa A3G-eYFP + Vif (tagged APOBEC3G with the HIV-1 protein that degrades it), YFP fluorescence, overnight;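 also: potency is read from the fitted curve at half-maximal effect; % is scaled to controls: 0 for no effect and ±100 for the full control effect; nearly all actives have a fitted effect of over 60% in size; hits raise eYFP signal because A3G escapes Vif-driven loss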
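Read-out is eYFP fluorescence (Ex 488/Em 500-530) from Vif-expressing HeLa A3G-eYFP cells; more signal means A3G escaped Vif-mediated degradation. Cells plated overnight, compound pinned in, incubated overnight at 37 deg C.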
D2 antag: HTS Assay for Allosteric Antagonists of the Human D2 Dopamine Receptor: Primary Screen for Antagonists; D(2) dopamine receptor (Homo sapiens), P14416; HEK293 TREx D2 cells, calcium flux, dopamine EC80; inhibition, % at 10 µM; 2% of 340,000 active; in the data active = inhibition above about 30%; also: 0% is about no effect
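Dopamine at EC80 is the agonist stimulus; test compounds precede it by 180 s. Calcium flux read kinetically in a force-coupled, inducible HEK293 T-REx D2 cell line.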
GRP78 ERSR act: qHTS for Inducers of the Endoplasmic Reticulum Stress Response (ERSR) in Human Glioma: qHTS | U87-MG GRP78 promoter luciferase reporter, 16 h | Potency, µM, inactives show at the highest dose activation, most hits filed as activators | 0.02% of 420,000 active; also: potency is read from the fitted curve at half-maximal effect; series mostly up to about 76 µM; % of control where 0% means no effect; nearly all actives have a fitted effect of over 35% in size
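ERSR induction read as luciferase luminescence (Bright-Glo, 10 min at room temperature) in stably transfected human U87-MG glioma cells exposed to compounds for 16 h, using GRP78 as sensor.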
D2 ag: HTS Assay for Allosteric Agonists of the Human D2 Dopamine Receptor: Primary Screen for Agonists | D(2) dopamine receptor (Homo sapiens), P14416 | HEK293 T-REx D2 cells, calcium flux agonist mode | activation, % at 2 µM | 0.53% of 340,000 active;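 active = activation over 3 SD above normal in the single-dose calcium agonist read, cut at about 30% in these data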; also: 0% is about no effect
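HEK293 Trex D2 cells, tetracycline-induced, o/n 30 C 5% CO2; no-wash Ca dye, RT 30–90 min; 10-cycle baseline, 23 nl cpd added, kinetic Ca read 180 s; agonist hits = positive Ca response.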
Vif-A3F inh: qHTS for Inhibitors of Vif-A3F Interactions: qHTS; 0.2% of 390,000 active; HeLa A3F-eYFP + Vif (tagged APOBEC3F with the HIV-1 protein that degrades it), YFP fluorescence increase; Potency, µM (highest dose often 46.1 µM), for the others: at the top dose activity, negative = active; also: potency is read from the fitted curve at half-maximal effect; % of control where 0% means no effect; nearly all actives have a fitted effect of over 65% in size
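HeLa cells stably expressing A3F-eYFP plus Vif, plated and incubated overnight at 37 deg C, then exposed to compounds overnight at 37 deg C. Blocked degradation read as raised yellow fluorescence (Ex 488/Em 500-530).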
LDHA block: qHTS assay for inhibitors of human lactate dehydrogenase | L-lactate dehydrogenase A chain (Homo sapiens), P00338 | purified LDHA, NADH/diaphorase-resazurin fluorescence; active compounds read low | activity change, % (values are at about 110 or 230 µM) | 0.15% of 480,000 active; in the data active = activity change below about -30%; inconclusive = mostly about -25% to -30%;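 also: plate controls were DMSO wells for no effect and wells without enzyme for full effect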
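LDH5 2 nM; NADH 0.06 mM, pyruvate 0.2 mM; 200 mM Tris pH 7.4, EDTA, Tween-20; 5 min RT. Detection: diaphorase 0.133 mg/mL + resazurin 37 µM, fluorescence ex540/em590 at 0 and 20 min; normalized to enzyme-free and DMSO wells.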
Numbers without * were called inactive; i = inactive; ? = inconclusive; nt = no result given; & = joins results of further samples; [ ] = remark or other dose. Unless noted, calls follow the shape of the dose curve; as a rule, active = well fitted curve in the direction sought with a large enough effect; inconclusive = small, poorly fitted or top-dose-only effect, or another doubt; inactive = no such curve, though single readings can be large; an effect the other way counts as inactive or inconclusive.

SMILES	12-LOX inh	RGS4 inh	ERG-DNA inh	Vif-APOBEC3G blk	D2 antag	GRP78 ERSR act	D2 ag	Vif-A3F inh	LDHA block
CC(=O)Nc1cc(C(=O)N2CCC3(CC2)OCCO3)ccc1Sc1ccc(C)cc1	-7%	14%	1%	1%	-16	-2%	0.4	2%	-5
Cc1cc2ccccc2n1CCNC(=O)COc1ccccc1	?	-1%	?	1%	39*	-5%	-0.2	-2%	-7
CC(=O)Nc1ccccc1C(=O)OCC(=O)c1ccc2c(c1)OCCO2	2%	4%	-7%	0%	-8	0%	-1.4	5%	-4
CN1C(=O)C[N+]([O-])=C(c2ccccc2)c2cc(Cl)ccc21	-9%	28%	7%	1%	nt	-1%	nt	?	-7
O=P(Nc1cccc(Cl)c1)(Oc1ccccc1)Oc1ccccc1	0%	-11%	-2%	-7%	-10	-6%	-0.1	18%	0
CCN1C[C@]2(COC(=O)c3ccccc3N)CC[C@H](OC)C34[C@@H]5C[C@H]6[C@H](OC)[C@@H]5[C@](O)(C[C@@H]6OC)[C@@](O)([C@H]13)[C@@H](OC)[C@@H]42	?	20%	14%	0%	10	-5%	0.9	-9%	1
CC(C)c1ccc(N2C(=O)NC(=O)/C(=C/C=C/c3ccco3)C2=O)cc1	45µM*	?	16%	8.9µM*	-5	?	19	?	3
Cc1ccc(-n2nc(C)c3c2NC(=O)CSC3c2ccc(O)cc2)cc1Cl (stereo not drawn)	?	19%	4%	nt	nt	nt	-1.5	nt	-1
NCc1cc(=O)[nH]o1	-15%&0%&0%	-5%[56.9 µM]	-7%	1%	nt	-5%&0%&-5%&-4%	nt	0%	-2
Cc1cc(N2C(=O)C3CCCN3C2c2ccc(Cl)c(Cl)c2)no1 (stereo not drawn)	?	-17%[56.9 µM]	-10%	-4%	-8	-4%	-0.7	3%	-2
COc1ccccc1N1CCN(C(CNC(=O)Oc2ccccc2)c2cccnc2)CC1 (stereo not drawn)	0%	-19%	13%	-6%	11	-2%	0.0	10%	-1
COC(=O)C1=C(c2ccccc2)C[C@@H]2CC[C@H]1N2C(=O)NCCCOC(C)C	-6%	-14%	-4%	-1%	nt	-5%	nt	0%	-6
Cc1cccc(-c2nn3c(=O)cc(CN4CCN(C(=O)COc5ccc(Cl)cc5)CC4)nc3s2)c1	-3%	-11%	-7%	-2%	nt	0%	-1.0	0%	-2
CC1=CC2OC3CC4OC(=O)C=CC=CC(C(C)O)OCC(O)C5(C)OC5C(=O)OCC2(CC1O)C4(C)C31CO1 (stereo not drawn)	7%	-27%	nt	-6%	nt	-2%	nt	0%	-13
COc1cccc(-n2c(O)c(C=NCCN3CCOCC3)c(=O)[nH]c2=O)c1	i	12%	7%	1%	nt	-2%	nt	0%	0
COc1cc2cc(C(=O)N3CC(COS(C)(=O)=O)c4ccc(O)cc43)[nH]c2c(OC)c1OC (stereo not drawn)	nt	10%	12%	-31%	nt	-13%	nt	?	14
Cc1ccccc1-n1c(/C=C/c2ccccn2)nc2ccccc2c1=O	26%	-12%	12%	1%	-11	-4%	-1.0	-5%	-8
C#CC[N+]1(C)[C@@H]2CC[C@H]1CC(OC(=O)C(CO)c1ccccc1)C2 (stereo partly drawn)	0%	30%	9%	1%	5	12%	-0.5	-3%	-17
O=[N+]([O-])c1ccc(-[n+]2c(-c3ccccc3)cc(-c3ccccc3)cc2-c2ccccc2)cc1	?	-2%	-4%	5%	-11	-4%	6.1	0%	1
CC1=C(C/C(C)=C/c2ccccc2)/C(=C/CO)[C@@H]2OC(=O)O[C@]2(C)C12CC2	-14%	-32%	2%	-1%	nt	-2%	nt	1%	3
O=C(CNC(=O)c1cccs1)NCC(=O)OCC(=O)c1ccc([N+](=O)[O-])cc1	-6%	?	-2%	2%	1	2%	0.2	-27%	9
CCc1ccc(NC(=O)CN2C(=O)C3(SCC(=O)N3c3ccc(F)c(F)c3)c3ccccc32)cc1 (stereo not drawn)	-11%	?	-5%	-1%	nt	0%	-0.2	7%	4
CC[n+]1c(/C=C/N(C)c2ccccc2)sc2ccc(Cl)cc21	?	-29%	nt	-8%	9	-2%	1.2	0%	-1
COc1ccc(Cc2c(O)[nH]c(=O)[nH]c2=O)c(OC)c1	-4%	-13%	-5%	-2%	-5	-3%	0.9	7%	-2
COC(=O)C1=C(c2cc3ccccc3o2)C[C@@H]2CC[C@H]1N2C(=O)NC(C)C	-59%	23%	13%	0%	nt	-6%	nt	-4%	-12
COc1ccc(C(=O)N/N=C/C23CC[C@@H](O)CC2(O)CC[C@@H]2[C@@H]3CCC3(C)C(C4=CC(=O)OC4)CCC23O)cc1 (stereo partly drawn)	5%	8%	9%	-18%	9	-8%	0.4	4%	-4
CC1(C)CC(=O)C=C(NCCN2CCN(C(=O)Cc3ccc(Cl)cc3)CC2)C1	8%	16%	1%	0%	2	-3%	0.2	1%	-3
O=C1NCN(c2ccccc2)C12CCN(C(c1cccc3ccccc13)c1nnnn1C1CCCC1)CC2 (stereo not drawn)	?	nt	nt	-7%	nt	-3%	nt	nt	2
CCS(=O)(=O)Nc1cccc(C(=C2CCCCC2)c2cnc[nH]2)c1	8%	26%[56.9 µM]	-10%	2%	15	-2%&0%	1.6	2%	-9
COc1ccc(-n2nc(C(=O)NCC(=O)N3CCC4(CC3)OCCO4)c3ccccc3c2=O)cc1	-11%	14%	-2%	2%	nt	-5%	nt	-1%	-12
CSCCC(c1nnnn1C(C)(C)C)N1CCC2(CC1)C(=O)NCN2c1ccccc1 (stereo not drawn)	5%	nt	nt	-1%	nt	-4%	nt	nt	-9
CCC1(c2ccccc2)C(=O)NC(=S)NC1=O	?	-14%	1%	1%	nt	0%	nt	11%	-3
CN(C)C(=O)Oc1ccc2nnc3ccnn3c2c1	nt	-11%	-1%	2%	10	-4%	0.0	1%	4
Clc1ccccc1CN1CCNCC1	318%[activator]	-12%	-7%	0%	15	-3%	-0.3	8%	1
COc1cc(CC(=O)N2C[C@H]3C[C@@H](C2)c2cccc(=O)n2C3)cc(OC)c1OC	1%	5%	-9%	3%	4	-2%	0.0	1%	-6
O=C(Nc1nc2ccccc2s1)c1cccn(Cc2ccccc2)c1=O	?	-25%	-4%	4%	nt	1%	1.8	1%	-12
COC(=O)C1=C(c2ccc(OC(F)(F)F)cc2)C[C@@H]2CC[C@H]1N2C(=O)NCc1cc(C)oc1C(F)(F)F	1%	2%	5%	-9%	21	-6%	1.6	-5%	-1
COc1ccc(OC(=O)N(C)C[C@@H]2OCc3ccccc3-c3c(n(C)c4ccccc34)C(=O)N([C@H](C)CO)C[C@@H]2C)cc1	-13%	nt	nt	-8%	nt	-4%	nt	-5%	6
OCCN(CC#CC(O)(c1ccccc1)C1CCCC1)CCO (stereo not drawn)	-6%	-23%	-1%	0%	12	0%	0.1	-2%	-1
O=c1[nH]c2ccccc2n1C1CCN(C(c2cccs2)c2nnnn2-c2ccc3c(c2)OCCO3)CC1 (stereo not drawn)	4%	nt	nt	?	nt	-1%	nt	nt	-6
NC(=O)CSc1nnc([C@@H](N)Cc2c[nH]c3ccccc23)o1	-3%	-30%	-1%	2%	18	2%	-0.8	-2%	-1
O=C1NCN(c2ccccc2)C12CCN(C(c1ccnc3ccccc13)c1nnnn1Cc1ccccc1)CC2 (stereo not drawn)	-17%	nt	nt	-1%	nt	0%	nt	nt	-10
CCCCCC(=O)N[C@@H](c1ccccc1)[C@@H](O)C(=O)O[C@H]1C[C@@]2(O)[C@@H](OC(=O)c3ccccc3)C3[C@](C)(C(=O)[C@H](O)C(=C1C)C2(C)C)[C@@H](OC1OCC(O)C(O)C1O)C[C@H]1OC[C@@]31OC(C)=O (stereo partly drawn)	18%	19%	11%	?	-29	-5%	-1.5	-7%	1
O=C(COC(=O)Cc1ccccc1)NC12CC3CC(CC(C3)C1)C2	-8%	-12%	-2%	-25%	-6	-1%	0.2	0%	-6
C=C(C)[C@H]1CN[C@H](C(=O)O)[C@H]1CC(=O)O	?	5%[56.9 µM]	1%	0%	nt	-1%&-2%&-6%&-4%&0%	nt	0%	-5
Cc1cccc(CN(C)C)c1OC(=O)N(C)C	7%	-11%	-5%	1%	9	-3%	-2.0	-1%	-5
Cc1ccc(CNC(=O)c2ccccc2NC(=O)c2nsc3ccccc23)cc1	-19%	-10%	6%	-8%	nt	1%	0.8	13µM*	-1
COC(=O)C1=C(c2ccc(-c3ccccc3)c(F)c2)C[C@@H]2CC[C@H]1N2C(=O)NC1CC1	2%	8%	9%	1%	-10	-4%	-0.5	-3%	3
CCOc1ccc(N=Cc2c(O)n(Cc3ccccc3)c(=S)[nH]c2=O)cc1	0%	-17%	8%	1%	20	0%	-1.1	-7%	-3
Cc1cc(-c2ccccc2)cc(C)[n+]1Cc1ccccc1	1%	17%	-3%	0%	-11	-4%	0.0	9%	0

This is a subset; rates above refer to the full screens.
